MITF inh – MITF inhibitors, primary screen, biochemical, AlphaScreen, human | AlphaScreen MITF homodimerization, bead proximity signal | inhibition, % at 2.6 µM | 650,000 tested, 0.91% active; in the data active = inhibition above about 50%;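 note: 0% = vehicle wells with protein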
TEAD-YAP block – TEAD-YAP interaction inhibition, primary screen, TEAD-YAP interaction inhibitor project, luminescence, HEK-TIYL cells; TEAD-Gal4/YAP UAS-luciferase luminescence; inhibition, % at 9.12 µM; 640,000 tested, 1.4% active; in the data active = inhibition above about 32%;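 note: 0% = median of test compound wells and 100% = reference inhibitor wells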
GPR151 activ – activators of human GPR151, primary screen, cell-based, PathHunter beta-arrestin, luminescence. PathHunter beta-arrestin GPR151 cells. AID 1508602, 2020. activation, % at 11.2 µM. 650,000 tested, 1% active. G-protein coupled receptor 151 (Homo sapiens), Q8TDV0; in the data active = activation above about 4.9%;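 note: 0% = median of compound wells and 100% = cells with positive control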
Target sequence (Q8TDV0 whole entry, looked up): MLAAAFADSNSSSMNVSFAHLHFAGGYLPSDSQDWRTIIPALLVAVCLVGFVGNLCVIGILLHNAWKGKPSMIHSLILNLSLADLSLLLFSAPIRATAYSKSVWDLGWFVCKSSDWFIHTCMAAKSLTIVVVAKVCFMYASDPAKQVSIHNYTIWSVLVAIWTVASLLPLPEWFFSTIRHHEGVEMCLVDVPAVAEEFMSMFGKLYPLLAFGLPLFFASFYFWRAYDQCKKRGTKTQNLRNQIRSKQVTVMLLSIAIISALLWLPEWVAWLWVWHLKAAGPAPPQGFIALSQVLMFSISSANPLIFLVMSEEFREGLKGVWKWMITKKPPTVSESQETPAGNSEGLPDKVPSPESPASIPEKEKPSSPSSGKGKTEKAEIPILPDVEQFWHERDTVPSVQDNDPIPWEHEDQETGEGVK
FBW7 act – FBW7 E3 ligase activators, primary screen, biochemical, AlphaScreen, human. AlphaScreen FBW7–phospho-cyclin E peptide binding, activator screen. normalized activity (activation), % at 26.1 µM. 650,000 tested, 0.13% active. AID 1259310, 2017; in the data active = normalized activity above about 1.9%;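 note: purified mutant Fbw7 with reduced substrate affinity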
Target sequence (Q969H0 whole entry, looked up): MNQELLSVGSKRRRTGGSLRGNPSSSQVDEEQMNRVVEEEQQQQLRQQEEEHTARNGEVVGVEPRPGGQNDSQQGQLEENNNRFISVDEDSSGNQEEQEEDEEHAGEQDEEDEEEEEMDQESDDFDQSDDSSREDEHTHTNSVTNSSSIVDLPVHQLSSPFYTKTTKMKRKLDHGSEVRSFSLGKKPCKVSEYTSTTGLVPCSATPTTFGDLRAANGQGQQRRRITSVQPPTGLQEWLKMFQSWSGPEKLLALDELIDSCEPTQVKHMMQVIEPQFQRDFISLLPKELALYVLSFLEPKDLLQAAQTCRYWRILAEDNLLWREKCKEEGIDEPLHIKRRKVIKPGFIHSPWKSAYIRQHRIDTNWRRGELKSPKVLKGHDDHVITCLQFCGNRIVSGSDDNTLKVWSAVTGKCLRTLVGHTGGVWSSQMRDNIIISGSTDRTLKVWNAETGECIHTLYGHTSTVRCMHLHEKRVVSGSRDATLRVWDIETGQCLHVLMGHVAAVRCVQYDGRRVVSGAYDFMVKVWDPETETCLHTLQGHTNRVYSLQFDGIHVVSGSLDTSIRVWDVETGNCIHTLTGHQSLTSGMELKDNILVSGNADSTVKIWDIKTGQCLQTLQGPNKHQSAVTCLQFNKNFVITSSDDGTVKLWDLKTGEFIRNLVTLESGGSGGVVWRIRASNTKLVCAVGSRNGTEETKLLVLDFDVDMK
The depositor's hits bear a star.

SMILES	MITF inh	TEAD-YAP block	GPR151 activ	FBW7 act
CCCCC12CN3CCN(CC(C3)/C1=N\N=C1/C3CN4CCN(C3)CC1(CCCC)C4)C2	-12	9	0.4	0.0
COc1ccc(OC)c(C2C(C(N)=O)=C(C)Nc3nc(-c4cccc(Cl)c4)nn32)c1 (configuration not stated)	3	-1	0.0	0.1
CCCCNc1ncnc2c1c(-c1ccccc1)cn2-c1cccc(C(F)(F)F)c1	9	11	0.6	0.4
COc1ccc(-c2nn(C)c3sc(C(=O)NCCCN4CCOCC4)cc23)cc1OC	3	5	1.4	0.0
COc1cccc(NC(=O)CCc2nc(-c3ccccc3Cl)no2)c1	-2	3	3.0	0.0
Cc1ccc(NC(=O)CCCn2c3ccccc3c(=O)c3ccccc32)c(Br)c1	9	-10	-0.4	0.1
CC1CCCN(Cc2ccccc2[N+](=O)[O-])C1 (configuration not stated)	23	5	0.2	0.1
CCOC(=O)C1=C(C)N=c2s/c(=C\c3ccc(-c4ccccc4C(=O)O)o3)c(=O)n2C1c1ccc(OC)c(OC)c1 (configuration not stated)	2	-17	-0.6	0.0
COc1ccc(S(=O)(=O)Nc2ccc(CC#N)cc2)cc1C	-3	12	3.8	-0.1
Cc1ncc(CO)c2cc(C(N)=O)c(=Nc3ccc(C#N)cc3)oc12	22	1	3.3	0.3
COc1ccc(CNS(=O)(=O)c2ccc(Br)c3nsnc23)cc1	-7	0	0.7	-0.3
NCCCNCCOc1ccc(Cl)cc1	13	1	1.7	0.2

Reprinted at random: 3 entries already listed.
SMILES	MITF inh	TEAD-YAP block	GPR151 activ	FBW7 act
NCCCNCCOc1ccc(Cl)cc1	13	1	1.7	0.2
COc1cccc(NC(=O)CCc2nc(-c3ccccc3Cl)no2)c1	-2	3	3.0	0.0
CCOC(=O)C1=C(C)N=c2s/c(=C\c3ccc(-c4ccccc4C(=O)O)o3)c(=O)n2C1c1ccc(OC)c(OC)c1 (configuration not stated)	2	-17	-0.6	0.0

Carrying on.
SMILES	MITF inh	TEAD-YAP block	GPR151 activ	FBW7 act
Cc1ccccc1Cn1c2ccccc2c2cnn(CC(=O)NCc3ccccn3)c(=O)c21	13	3	-0.8	0.1
Cc1cccc(C)c1OCC(=O)N/N=C/c1cc(Br)ccc1O	-3	-3	1.3	-0.1
CC(=O)c1ccc(NS(=O)(=O)c2cc3c(cc2C)n(C)c(=O)c(=O)n3C)cc1	16	0	-4.1	0.2
COCCN1C(=O)c2ccccc2N2C(=O)CCC12C(=O)O (configuration not stated)	11	9	-1.8	0.1
CC(=O)N/C(=C\c1ccccc1)C(=O)NCc1ccc(Cl)c(Cl)c1	6	-1	-1.6	0.7
COc1ccc(NC(=O)CCNC(=O)Cn2cnc3ccccc3c2=O)cc1OC	13	-8	-0.5	0.3
O=C(Oc1cccc(C(F)(F)F)c1)c1ccc(SCC2CCCO2)c([N+](=O)[O-])c1 (configuration not stated)	10	7	0.1	-0.1
CC1CCCN(C(=O)Cn2c(=O)oc3ccccc32)C1 (configuration not stated)	12	8	-0.8	0.1
O=C(CN1CCCCC1)Nc1ccc(NC(=O)CN2CCCCC2)cc1	7	-4	0.6	0.0
CN(CCO)c1cc(N2CCCC2)c2nonc2c1[N+](=O)[O-]	-2	6	-1.1	-0.3
Cc1ccc(CNC(=O)CSc2nc3ccsc3c(=O)n2CC2CCC(C(=O)O)CC2)cc1 (configuration not stated)	2	6	0.1	-0.1
CCOC(=O)C1=C(C)N=c2s/c(=C\c3ccc(C(C)C)cc3)c(=O)n2C1c1ccc(F)cc1 (configuration not stated)	-7	-5	0.5	0.3
O=Cc1ccc(OC(=O)CCCCC(=O)Oc2ccc(C=O)cc2)cc1	-6	3	0.7	1.0
COC(=O)C1=NN(c2ccccc2Cl)C2C(=O)N(c3ccccc3OC)C(=O)C12 (configuration not stated)	15	4	0.4	0.1
COc1ccc(-c2cc(=O)c(O)c(C)o2)cc1	0	-9	0.6	0.2
COC(=O)C1=CN(CCC23CC4CC(CC(C4)C2)C3)C=C(C(=O)OC)C1c1cccs1	2	-3	1.9	0.3
NC(=O)c1ccccc1NC(=O)c1c(O)c2ccccc2[nH]c1=O	1	0	-0.2	-0.1
Cc1ccc2nc(NC(=O)c3ccco3)sc2c1	9	78*	-8.5	0.2
O=C(NCCCc1ccccc1)C1CC12CCN(Cc1ccccn1)CC2 (configuration not stated)	12	1	0.0	-0.1
COc1ccc(CNC(=O)CN(c2ccc(OC)cc2)S(C)(=O)=O)cc1	2	-37	1.5	0.1
Cc1ccc(NC(=O)Cn2c(C)cc(=O)c3cccc(C)c32)cc1	3	-3	1.3	0.0
COc1ccc(-c2cnn3ccc(Nc4ccc(O)cc4)nc23)cn1	0	0	1.0	0.0
COc1cc(OC)c(NC(=O)CSc2ncc(-c3ccc(Cl)cc3)o2)cc1Cl	4	10	-0.2	0.1
CSc1nnc(COc2ccccc2)n1N	13	3	-1.8	0.7
Cc1ccc(C2=NN(C(=O)CCC(=O)O)C(Cc3cc4cccc(C)c4[nH]c3=O)C2)cc1 (configuration not stated)	6	-6	-0.4	1.2
CCSc1nnc(NC(=O)CSc2nccn2Cc2ccc3c(c2)OCO3)s1	-7	-15	0.2	-0.2
Cc1c(C(=O)NC2CCCCCC2)sc2ncnc(N3CCN(c4ccccc4)CC3)c12	0	5	0.3	-0.2
COc1c(C)cccc1C(=O)Nc1ccccc1C#N	0	-12	0.7	0.1
CC1CCCCN1Cc1c(O)ccc2cc(-c3nc4ccccc4[nH]3)c(=O)oc12 (configuration not stated)	-6	-45	-2.5	0.2
COc1cccc(CNC(=O)c2nc3ccc(-c4cn[nH]c4)cc3s2)c1	8	-31	3.0	0.1
CC12CCC(C/C1=N/NS(=O)(=O)c1ccc3ccccc3c1)C2(C)C (configuration not stated)	-9	10	-2.1	0.0
CCCOc1ccc(C2C(C(=O)OCc3ccccc3)=C(C)NC3=C2C(=O)CC(C)(C)C3)cc1OC (configuration not stated)	-3	-7	1.5	0.4
O=C1c2[nH]nc(-c3ccccc3)c2C(c2ccccc2Cl)N1c1ccccc1 (configuration not stated)	9	2	2.4	0.0
Cc1c(/C=C2\C(=O)N(C)c3ccccc32)cc(C#N)n1C	-1	-5	2.3	1.3
Cc1cc(NCCCN2CCCC2=O)nc(-c2ccc(N3CCN(C)CC3)cc2)n1	-6	6	-0.1	0.0
O=c1[nH]c(NO)nc2c1C1(CCCC1)Cc1ccccc1-2	-7	12	-0.4	-0.2

Next part, overlapping the part above by 2 compounds.
SMILES	MITF inh	TEAD-YAP block	GPR151 activ	FBW7 act
Cc1cc(NCCCN2CCCC2=O)nc(-c2ccc(N3CCN(C)CC3)cc2)n1	-6	6	-0.1	0.0
O=c1[nH]c(NO)nc2c1C1(CCCC1)Cc1ccccc1-2	-7	12	-0.4	-0.2
CC(C)n1cnc2c(NCc3cccc(C(F)(F)F)c3)nc(Nc3nccc4ccccc34)nc21	-5	2	2.2	0.0
CCOc1ccc2nc(/N=C(\N)NC(=O)N3c4ccccc4Sc4ccccc43)nc(C)c2c1	14	-11	2.0	0.6
NC(C(=O)N1CCC(Nc2ccc3[nH]ncc3c2)C1)c1cccc(Cl)c1 (configuration not stated)	10	14	0.4	-0.9
O=C(O)CN1C(=O)/C(=c2\sc3nc(-c4cccc(Cl)c4)nn3c2=O)c2ccccc21	-19	-3	0.7	-0.2
COc1ccc(CN(CC(=O)NC2CCCC2)C(=O)c2csnn2)cc1	14	-1	0.0	0.2
CCN(CC)C(=O)c1cccc(C)c1	18	-8	-0.9	0.0
CSc1nc(O)cc(=O)n1-c1ccccc1	16	-4	-0.4	0.0
CC(=O)Nc1ccc(NC(=O)CSc2nnc(-c3ccccn3)n2Cc2ccco2)cc1	-1	17	-1.0	-0.3
CC(C)(C)c1ccc(CN2CCN(c3ccc4c(c3)OCO4)C2=O)cc1	1	-7	2.2	-0.1
Cc1cc2cc(CNC(=O)c3c(F)cccc3Cl)ccc2n1C	-9	3	0.3	-0.5
O=C(Nc1ccc(I)cc1)C1CC1	-8	-11	0.7	0.0
O=C(c1ccc(F)cc1)C1CCN(CC(O)C(F)(F)F)CC1 (configuration not stated)	16	-1	-0.5	1.1
Cc1cc(C)n2nc(C(=O)OCC(=O)c3c[nH]c4ccccc34)nc2n1	2	1	0.4	0.0
Cc1ccc(S(=O)(=O)N2CCc3ccccc3C2)s1	40	12	1.6	0.0
CN(C)C(=O)c1ccc(N2CCC(NCCc3cccc(Cl)c3)CC2)cc1	-6	-17	-1.6	0.1
CCOc1ccc2nc(SC3CC(=O)N(c4ccc(OC)cc4OC)C3=O)sc2c1 (configuration not stated)	13	-28	-1.0	-0.1
Cc1ccc(NC(=O)CSC2=C(C#N)C(c3ccccc3C)CC(=O)N2)cc1 (configuration not stated)	7	0	0.3	0.1
Cc1ccc(NC(=O)CSc2nc3ccccc3c(=O)n2Cc2ccc3c(c2)OCO3)cc1	15	6	0.5	0.7
O=C(Nc1cccc(C(F)(F)F)c1)NC1CC(=O)N(c2ccc3c(c2)OCCO3)C1 (configuration not stated)	4	16	-0.4	-0.2
CCn1cc(C(=O)N2CCCSC2=Nc2ccccc2)c(=O)c2ccc(C)nc21	-5	-1	1.3	0.0
O=C(CC(NCc1cccnc1)C(=O)O)Nc1cccc(O)c1 (configuration not stated)	7	3	0.6	0.1
CCOC(=O)C1(CC2CCCCO2)CCN(C(=O)Nc2cc(C)ccc2OC)CC1 (configuration not stated)	-4	11	2.6	0.0
Cc1ccc(N(CC(O)CN(Cc2ccccc2)Cc2ccccc2)S(=O)(=O)c2ccccc2)cc1 (configuration not stated)	8	21	-0.6	0.5
O=C(O)CC(CNC(=O)CCCCCN1C(=O)c2ccccc2C1=O)c1ccccc1 (configuration not stated)	25	6	-1.2	0.3
Cc1ccc(C2CC(C(F)(F)F)n3nc(C(=O)Nc4ccc(Cl)c(Cl)c4)c(Cl)c3N2)cc1 (configuration not stated)	3	-4	1.2	0.0
COc1cccc(-c2nnc(NC(=O)c3ccccc3)o2)c1	-17	9	-3.0	-0.2
Oc1ccc(-c2nc(-c3ccc(F)cc3)c(-c3ccc(F)cc3)[nH]2)cc1	1	5	2.0	0.1
O=C(CN1C(=O)C2CC=CCC2C1=O)Nc1ccc(S(=O)(=O)Nc2nccs2)cc1 (configuration not stated)	-8	0	0.4	-0.1
Nc1ncnc(NC2CCCCCCCCCCC2)c1[N+](=O)[O-]	-1	-2	2.7	-0.1
COCCNC(=O)c1ccc(-n2c(SCC(=O)c3ccc(Cl)cc3)nc3ccccc3c2=O)cc1	1	17	0.1	0.1
N#Cc1c(N)c(C(=O)c2ccccc2)n2c1CCC2	2	6	0.3	0.1
COc1ccc(OC)c(CNc2cc([N+](=O)[O-])ccc2OC)c1	-12	2	1.9	0.2
C=CCN(CC=C)Cc1cc(O)c(CN(CC=C)CC=C)cc1O	53*	-8	0.4	0.0
COc1cc(/C=C2/NC(=S)N(c3ccccc3)C2=O)ccc1O	23	0	-0.8	0.2
CCN(CC)C(=O)c1cn(CCC#N)nc1-c1ccc(F)cc1	10	-4	-1.2	2.1*
Cc1ccc(OCC(=O)N/N=C/c2ccco2)cc1C	4	-9	0.9	0.1

A draw from above in order of length of the SMILES, ascending:
SMILES	MITF inh	TEAD-YAP block	GPR151 activ	FBW7 act
COc1cccc(-c2nnc(NC(=O)c3ccccc3)o2)c1	-17	9	-3.0	-0.2
Nc1ncnc(NC2CCCCCCCCCCC2)c1[N+](=O)[O-]	-1	-2	2.7	-0.1
COc1cc(/C=C2/NC(=S)N(c3ccccc3)C2=O)ccc1O	23	0	-0.8	0.2
Cc1ccc(C2CC(C(F)(F)F)n3nc(C(=O)Nc4ccc(Cl)c(Cl)c4)c(Cl)c3N2)cc1 (configuration not stated)	3	-4	1.2	0.0

The main list resumes, starting 4 compounds before the break.
SMILES	MITF inh	TEAD-YAP block	GPR151 activ	FBW7 act
C=CCN(CC=C)Cc1cc(O)c(CN(CC=C)CC=C)cc1O	53*	-8	0.4	0.0
COc1cc(/C=C2/NC(=S)N(c3ccccc3)C2=O)ccc1O	23	0	-0.8	0.2
CCN(CC)C(=O)c1cn(CCC#N)nc1-c1ccc(F)cc1	10	-4	-1.2	2.1*
Cc1ccc(OCC(=O)N/N=C/c2ccco2)cc1C	4	-9	0.9	0.1
Nc1ncnc(N2CCN(c3ccccc3F)CC2)c1[N+](=O)[O-]	-13	7	-0.3	0.1
Cc1cc(NC(=O)CCc2c(C)n[nH]c2C)c2ccccc2n1	0	17	0.5	-0.1
O=C(NCCCc1ccccc1)C(=O)NCC1OCCN1C(=O)c1ccc2c(c1)OCO2 (configuration not stated)	-4	7	-0.7	0.1
CCOc1ccc(C(=O)N2CCN(c3ccccc3OC)CC2)cc1OCC	9	-4	0.9	0.0
COc1ccc(S(=O)(=O)N2CCN(c3nc4c(OC)ccc(C)c4s3)CC2)cc1	0	11	2.3	-0.1
Cn1c2c(c(=O)n(C)c1=O)C(c1ccccc1Cl)C1C(=O)c3ccccc3C1=N2 (configuration not stated)	8	-2	0.1	0.1
COC(=O)c1c(NC(=O)c2nn3c(C(F)(F)F)cc(-c4cccs4)nc3c2Cl)sc2c1CCCCC2	5	-3	0.8	-0.1
COc1ccc(O)c(CN2CCN(C3CCN(C(C)C)CC3)C(CCO)C2)c1 (configuration not stated)	13	1	0.4	0.0
Cc1cc(C)nc(SCC(=O)N2c3ccccc3C(C)CC2(C)C)n1 (configuration not stated)	-2	1	-0.6	-0.1
Brc1ccc(Nc2cccnc2)nc1	-2	0	11*	-0.1
Cc1nc(C)n(-c2ccc(Nc3cc(-c4ccn(C)n4)c(Cl)cn3)cc2)n1	-12	5	-0.3	0.2

Bioassay records (PubChem)

The order is random. Share with any hit: about 3.4%.
